# Compound activity: PubChem BioAssay, several laboratories
# HSF1 inh: HSF1 inhibition; 300,000 tested, 0.77% active; NIH3T3-HGL HSE-luciferase, MG132-induced, luminescence 8 h; stronger effect = lower value; activity change, negative = inhibition, % at 7.5 µM (by protocol);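 active = more than half of replicate wells show activity change below -50%, luminescence cut by over half; inconclusive = some wells, but at most half, below -50%; inactive = no replicate well below -50%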;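 also: luciferase reports HSF-1 transcriptional activity via heat shock element; 0% = median of DMSO wells and -100% = zero luminescence signal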
# GSK3 alpha inh: blocks human GSK-3 alpha kinase | P49840 | ADP-Glo luminescence, 60 min | inhibition, % at 10 µM | 320,000 tested, 0.1% active | AID 2650;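 in the data active = inhibition above about 50%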;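 also: GST-tagged GSK-3 alpha with peptide substrate and 25 µM ATP; 0% = DMSO neutral wells and 100% = GW8510 positive control wells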
# Target sequence (P49840 whole entry, looked up): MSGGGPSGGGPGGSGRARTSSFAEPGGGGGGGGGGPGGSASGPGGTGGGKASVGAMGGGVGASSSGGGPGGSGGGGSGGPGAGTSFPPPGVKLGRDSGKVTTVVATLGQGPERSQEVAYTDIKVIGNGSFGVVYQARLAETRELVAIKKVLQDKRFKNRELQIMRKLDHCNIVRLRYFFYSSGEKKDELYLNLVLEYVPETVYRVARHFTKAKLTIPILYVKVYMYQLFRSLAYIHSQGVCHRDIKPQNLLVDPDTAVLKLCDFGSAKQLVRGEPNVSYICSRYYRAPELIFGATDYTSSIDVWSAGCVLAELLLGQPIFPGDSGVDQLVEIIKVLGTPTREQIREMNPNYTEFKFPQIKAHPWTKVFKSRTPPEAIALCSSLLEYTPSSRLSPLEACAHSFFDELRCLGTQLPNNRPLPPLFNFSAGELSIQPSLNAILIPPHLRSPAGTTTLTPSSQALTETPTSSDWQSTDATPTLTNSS
# HSF-1 act: increases HSF-1 driven luciferase reporter signal. NIH3T3-HGL HSF-1 luciferase reporter, MG132, 8 h; 100% = twice DMSO control signal. activation, % at 9 µM. 300,000 tested, 1.7% active;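 active = mean replicate activation of at least 50% with a set share of replicates each reaching 50%; inconclusive = only one of those two conditions met; inactive = mean below 50% and too few replicates reaching it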;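 also: 0% = median of the neutral control wells and 100% = twice that signal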
# Dyrk1A ADPGlo: Dyrk1A (rat) kinase inhibition; Q63470; ADP-Glo luminescence, NFATc1 peptide; inhibition, % at 12.5 µM; 310,000 tested, 0.43% active; in the data active = inhibition above about 50%;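 also: plate controls were vehicle with enzyme for no effect and no enzyme for full effect; many of its hits are not listed in these tables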
# KLF5 inhibitor: inhibitors of KLF5 expression. DLD-1 KLF5 promoter-luciferase reporter, luminescence. inhibition, % at 5 µM. 290,000 tested, 0.23% active. AID 1700;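 active = inhibition above a per-plate limit of that plate's mean compound inhibition plus 3 SD, cut at about 60% in these data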;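 also: 0% = DMSO wells and 100% = LY294002 at 200 µM; higher means less KLF5 promoter-driven luciferase light; inactives centre near -14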
# Platelet DG rel: platelet dense granule release activity | human platelet-rich plasma, SFLLRN dense granule ATP release, luminescence | inhibition, %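 (compounds screened at 7.5 µM in platelet-rich plasma)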 | 300,000 tested, 0.22% active;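 active = mean replicate score, as percent of positive control, at or above 50; inconclusive = mean below 50 but at least one replicate at or above 50; inactive = mean and every replicate below 50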
# GSK3beta inhib: inhibitors of human GSK3beta kinase | P49841 | GST-GSK3beta kinase, ADP-Glo luminescence, 60 min; stronger effect = lower value | activity score (negative = inhibition), % at 10 µM | 300,000 tested, 0.038% active;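 active = more than half of replicate wells score below -50%, meaning over 50% inhibition versus plate controls; inconclusive = some replicates but at most half score below -50%; inactive = no replicate scores below -50%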;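 also: 0% = median DMSO wells and -100% = median GW8510 positive control wells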
# Target sequence (P49841 whole entry, looked up): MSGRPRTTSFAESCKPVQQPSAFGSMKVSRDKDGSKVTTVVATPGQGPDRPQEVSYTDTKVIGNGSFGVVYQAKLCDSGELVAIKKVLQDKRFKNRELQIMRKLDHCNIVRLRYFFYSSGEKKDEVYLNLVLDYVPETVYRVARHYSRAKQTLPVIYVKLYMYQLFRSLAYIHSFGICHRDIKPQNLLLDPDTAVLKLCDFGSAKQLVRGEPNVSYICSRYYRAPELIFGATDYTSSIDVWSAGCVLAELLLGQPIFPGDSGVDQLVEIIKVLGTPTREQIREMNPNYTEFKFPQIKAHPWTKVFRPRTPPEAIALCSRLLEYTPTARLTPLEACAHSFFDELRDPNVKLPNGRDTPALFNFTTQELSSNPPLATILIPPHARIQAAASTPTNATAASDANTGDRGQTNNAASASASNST
#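 Test system: GST-fused GSK3beta enzyme, cell-free | Quantity: 1.6 ng GST-GSK3beta enzyme per well | Reagent: 25 µM ATP with peptide substrate | Schedule: 60 min enzyme reaction, room temperature | Signal: Luminescent ADP-Glo measurement of ADP formed | Read-out basis: Score relative to plate controls | Control set: DMSO and 20 µM GW8510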
# aSyn UTR inh: 5' untranslated region of α-synuclein, MLPCN primary screen | inhibition, % (tested at 7.5 µM) | 300,000 tested, 0.82% active | alpha-synuclein 5'UTR reporter, inhibitor activity | AID 1813; in the data active = inhibition above about 60%; inconclusive = no clear call, values can overlap the other calls;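 also: H4 neuroglioblastoma cells stably carrying SNCA 5'UTR luciferase fusion; 0% = DMSO wells and 100% = positive control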
# HSP90 refold inh: blocks HSP90-mediated luciferase refolding in reticulocyte lysate. inhibition, % at 5.6 µM. 290,000 tested, 0.91% active. Rabbit reticulocyte lysate, luciferase refolding luminescence, 3 h. AID 1789;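 active = inhibition above the screen-wide mean plus 3 SD, computed separately per campaign, cut at about 16% in these data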;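 also: 0% = DMSO wells and 100% = 60 µM geldanamycin wells; inhibitors lower the luminescence because luciferase stays unfolded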
# IEC-6 tox: kills IEC-6 intestinal cells in KLF5 counter-screen; IEC-6 cytotoxicity, luminescence viability; inhibition, % at 5 µM; 290,000 tested, 0.78% active; AID 1825; in the data active = inhibition above about 22%;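 also: 0% = plate median of test compound wells and 100% = cytotoxic reference compound wells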
# The depositor's hits bear a star; ? = inconclusive; / = not tested or not shown. This is a subset, so the mix of outcomes need not match the whole.
SMILES,HSF1 inh,GSK3 alpha inh,HSF-1 act,Dyrk1A ADPGlo,KLF5 inhibitor,Platelet DG rel,GSK3beta inhib,aSyn UTR inh,HSP90 refold inh,IEC-6 tox
COC(=O)/C(C#N)=C/c1c(N2CCN(c3ccccc3)CC2)nc2c(C)cccn2c1=O,1,/,3,-7,-12,-7,-1,-11,4,3
COc1ccc(CNC(=O)Cn2cccc2C(=O)c2ccccc2)cc1,13,-1,19,-6,-59,-3,0,-69,-5,-1
O=C(N=C1SC2CS(=O)(=O)CC2N1CCc1ccccc1)C1CC1 (stereo not drawn),-1,-1,9,/,-20,0,6,-2,-4,0
Fc1ccc(-n2c(-c3cc(C4CC4)[nH]n3)n[nH]c2=S)cc1Cl,1,1,8,/,-12,1,-1,-34,-1,8
COC(=O)C1=NN(c2ccc(C)cc2)C2(S1)SC(C(C)=O)=C(C)N2c1ccccc1 (stereo not drawn),2,-1,8,1,-22,3,6,17,-1,6
CCOC(=O)C1=C(c2ccccc2)NC(SCC(=O)Nc2ccccc2C)=C(C#N)C1c1ccco1 (stereo not drawn),18,-3,17,-2,-9,-2,4,-2,0,-7
O=C(CNC(=O)Cc1ccccc1)NCC(=O)OCC(=O)c1ccc(F)cc1,-1,1,8,-5,0,5,-1,-9,1,-4
Cc1ccc(-n2ncc3c(=O)[nH]c(SCC(=O)N4CCC(C)CC4)nc32)cc1C,/,/,/,5,-29,/,/,/,-2,-9
COc1ccc(C(=O)c2ccc3oc(-c4ccc(OC)cc4)c(C#CCCO)c3c2)cc1,4,-1,-10,-6,/,1,0,12,/,/
CN(C)c1ccc(Nc2cc(Cl)ncn2)cc1,5,1,15,8,-31,-4,-1,10,-4,7
O=C(NNC(=O)c1ccc([N+](=O)[O-])o1)c1ccccc1,2,-1,-11,-2,-7,-8,2,-34,-2,2
CCCN(CCC)C1CC(=O)N(Cc2ccccc2)C1=O (stereo not drawn),?,-3,-41,-9,-26,-8,2,15,0,-4
CS(=O)(=O)N(CC(O)CON=C1c2ccccc2-c2ccccc21)c1ccc(F)cc1 (stereo not drawn),3,-6,12,-5,4,1,0,29,8,8
COc1ccc(F)cc1S(=O)(=O)NCC(=O)NCc1cc(=O)n(C)c(=O)n1C,-6,-8,-7,2,-14,4,2,-16,2,2
COc1cc(CN2CCC(C(=O)NC3CCCC3)CC2)cc(OC)c1O,8,0,10,5,-1,-10,-3,-9,3,-1
CS(=O)(=O)N1CCc2cc(-c3csc(NC(=O)Cc4ccccc4)n3)ccc21,-9,3,11,1,2,3,-1,48,4,-4
CCC(OC(=O)c1ccco1)C(=O)NCc1ccc(OC)cc1 (stereo not drawn),-2,1,5,-6,-7,0,3,24,-4,-5
N#CC1=C(N)OC2=C(C(=O)CCC2)C1c1cccs1 (stereo not drawn),6,1,15,-1,-27,-7,-1,6,0,4
Oc1cccc(N2Cc3ccccc3C2)c1,-8,1,20,2,-17,1,-1,-82,-1,-8
COc1ccc(C(=O)NCc2ccc3c(c2)OCO3)cc1S(=O)(=O)N(C)Cc1ccccc1,2,-3,7,2,-17,-5,3,8,-4,-2
COc1ccc(N2CCN(Cc3nc4c(c(=O)n(C)c(=O)n4C)n3CCc3ccccc3)CC2)cc1,0,0,13,8,7,-7,1,-18,-6,-6
Cn1cccc1C(=O)/C(C#N)=C/c1ccc(F)cc1,7,-1,25,0,-35,0,1,11,3,-1
Cn1nccc1C(=O)NC1CCCc2c1cnn2-c1ccc(F)cc1F (stereo not drawn),-10,-1,-9,-5,65*,40,-9,47,0,31*
CCOP(=O)(c1ccc(N(C)C)cc1)C(O)c1ccc(Cl)cc1 (stereo not drawn),/,0,/,0,14,3,-3,6,-3,-2
COc1cccc(-c2nn(-c3ccccc3)cc2CN(C)Cc2c(C)nc3ccccn23)c1,-1,-3,17,-46,-2,2,0,-2,1,6
O=C1OCCN1C(=O)[C@H]1[C@H](c2ccc([N+](=O)[O-])cc2)C(c2cccc(Cl)c2)=NN1c1ccccc1,11,-4,24,7,-16,0,-7,-6,2,-2
O=C(N/N=C/c1ccc([N+](=O)[O-])s1)c1cccc(Br)c1,1,-1,33,-3,-1,2,0,67*,8,12
CC(=O)NS(=O)(=O)c1ccc(N=NN2CCCCCC2)cc1,7,-3,-3,1,-14,-2,2,-9,-2,2
O=C(NC1CCCCC1)[C@@H]1CSC2c3ccccc3C(=O)N21 (stereo partly drawn),-1,-3,8,-1,-12,3,1,-3,-1,2
CCC(C)NC(=S)N(Cc1cc2cc(C)ccc2n2nnnc12)CC(C)(C)NC(C)C (stereo not drawn),-9,-4,12,/,-7,-4,0,-27,3,0
Cn1sc(NC(=O)c2ccccc2Cl)nc1=O,9,-3,24,-1,-16,-13,4,12,-3,-2
CC(=O)Nc1ccc(NC(=O)CSC2=NS(=O)(=O)c3cc(Cl)ccc3N2)cc1,-2,/,-5,-6,/,-2,-1,-2,/,/
COc1ccc2nc(C)cc(SCC(=O)N/N=C/c3ccccc3)c2c1,10,1,15,-3,9,21,0,0,5,-8
O=C(NCc1ccco1)NC1CCCCC1,2,-3,-11,-1,-21,19,1,4,3,2
CCCSc1ccc(C(=O)Nc2ccc(Cl)cc2)cn1,14,-3,22,-4,-2,1,2,-34,2,-2
CCOC(=O)c1c(NC(=O)CSc2nc3ccc(OC)cc3[nH]2)sc2c1CC(C)(C)NC2(C)C,6,1,13,12,/,-5,-2,-37,/,/
CCOc1ccc(S(=O)(=O)NCc2csc(C)n2)cc1,-13,-2,-10,-7,-25,-2,1,-2,-1,5
O=C(O)Cn1c(SCCOc2ccc(Cl)cc2)nc2ccccc21,27,-5,63*,-4,-40,-1,0,8,1,-2
O=C1N(C2CCCC2)C[C@@H]2C[C@@H](c3cccn3-c3nccs3)N3CCC[C@@]123,-3,-2,4,-1,-2,3,2,8,-3,0
O=C(C1CCCN(Cc2ccc([N+](=O)[O-])cc2)C1)N1CCCCC1 (stereo not drawn),-1,-1,4,8,-23,-1,1,-1,0,-4

# One compound at a time, from the list above. Values in the order: HSF1 inh | GSK3 alpha inh | HSF-1 act | Dyrk1A ADPGlo | KLF5 inhibitor | Platelet DG rel | GSK3beta inhib | aSyn UTR inh | HSP90 refold inh | IEC-6 tox
# Record of COc1ccc(N2CCN(Cc3nc4c(c(=O)n(C)c(=O)n4C)n3CCc3ccccc3)CC2)cc1 : 0 | 0 | 13 | 8 | 7 | -7 | 1 | -18 | -6 | -6
# Record of O=C(C1CCCN(Cc2ccc([N+](=O)[O-])cc2)C1)N1CCCCC1 (stereo not drawn) : -1 | -1 | 4 | 8 | -23 | -1 | 1 | -1 | 0 | -4

# Look-ups from the entries so far:
# Reading for CC(=O)NS(=O)(=O)c1ccc(N=NN2CCCCCC2)cc1 under GSK3beta inhib: 2
# Reading for O=C(N/N=C/c1ccc([N+](=O)[O-])s1)c1cccc(Br)c1 under Platelet DG rel: 2

# Following part:
SMILES,HSF1 inh,GSK3 alpha inh,HSF-1 act,Dyrk1A ADPGlo,KLF5 inhibitor,Platelet DG rel,GSK3beta inhib,aSyn UTR inh,HSP90 refold inh,IEC-6 tox
COc1ccccc1C(=O)n1nc(-c2ccco2)nc1SC,-4,0,11,6,3,0,0,-6,-2,-7
O=c1[nH]cc(S(=O)(=O)c2ccccc2)[nH]1,-51*,0,-60,-1,-45,0,0,0,2,0
Nc1cccc(Oc2c(F)c(F)c(Oc3cccc(N)c3)c(F)c2F)c1,-9,4,-4,/,-8,1,2,6,1,3
CCCCN(C(=O)COC(=O)COc1c(C)cc(C)cc1C)c1c(N)n(CCC)c(=O)[nH]c1=O,-69*,0,-75,-6,/,9,1,5,/,/
O=C(CSc1nnc(-c2ccc(O)cc2)o1)NNC(=O)c1ccncc1,0,-1,5,7,-11,-1,0,-1,1,0
CS(=O)(=O)c1ncc(CO)n1Cc1ccccc1,-4,-2,-5,1,-10,1,2,23,1,5
CCCCNC(=O)COC(=O)c1cc(F)c(F)cc1Cl,-1,-2,2,7,-8,0,1,-9,-3,-12
CN(CCC#N)C(=O)c1cc2c(s1)-c1ccccc1SC2,0,-1,31,16,-122,0,-1,-91,-1,-6
O=C(NCc1ccccc1)C1CCN(C(=O)Cc2ccccc2)CC1,6,1,18,3,8,-36,0,-1,-3,-4
NS(=O)(=O)c1ccc(CNC(=O)c2cc(=O)[nH]c3ccccc23)cc1,-5,-2,-9,-2,-24,-2,/,14,-3,-6
COc1cccc(/C=C/C(=O)OCC(=O)NC(=O)NC2CCCCC2)c1,3,-2,-6,/,/,6,1,2,/,/
COc1ccc(N2CCN(C(=O)CCCn3c(=S)[nH]c4cc5c(cc4c3=O)OCO5)CC2)cc1,10,1,27,6,-16,-5,-1,27,4,2
COc1ccccc1NC(=O)c1cc(-c2ccc(C)o2)nc2ccccc12,-2,-1,-13,3,-34,7,-1,-10,-3,2

# 3 compounds already listed, arranged by count of non-hydrogen atoms, low to high.
SMILES,HSF1 inh,GSK3 alpha inh,HSF-1 act,Dyrk1A ADPGlo,KLF5 inhibitor,Platelet DG rel,GSK3beta inhib,aSyn UTR inh,HSP90 refold inh,IEC-6 tox
Nc1cccc(Oc2c(F)c(F)c(Oc3cccc(N)c3)c(F)c2F)c1,-9,4,-4,/,-8,1,2,6,1,3
COc1ccccc1NC(=O)c1cc(-c2ccc(C)o2)nc2ccccc12,-2,-1,-13,3,-34,7,-1,-10,-3,2
CCCCN(C(=O)COC(=O)COc1c(C)cc(C)cc1C)c1c(N)n(CCC)c(=O)[nH]c1=O,-69*,0,-75,-6,/,9,1,5,/,/

# Ordered by the number under Platelet DG rel (highest first): some entries from above
smiles | Platelet DG rel
CCCCN(C(=O)COC(=O)COc1c(C)cc(C)cc1C)c1c(N)n(CCC)c(=O)[nH]c1=O | 9
COc1ccccc1C(=O)n1nc(-c2ccco2)nc1SC | 0
O=C(CSc1nnc(-c2ccc(O)cc2)o1)NNC(=O)c1ccncc1 | -1
O=C(NCc1ccccc1)C1CCN(C(=O)Cc2ccccc2)CC1 | -36
